From PubChem
FBW7 activator = FBW7 E3 ligase activators, primary screen, biochemical, AlphaScreen, human. AlphaScreen FBW7–phospho-cyclin E peptide binding, activator screen. hit rate 0.13% among 650,000. F-box/WD repeat-containing protein 7 (Homo sapiens), Q969H0. normalized activity (activation), % at 26.1 µM. AID 1259310, 2017; in the data active = normalized activity above about 1.9%;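 also: purified mutant Fbw7 with reduced substrate affinity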
GPR151 ag = activators of human GPR151, primary screen, cell-based, PathHunter beta-arrestin, luminescence; activation, % at 11.2 µM; G-protein coupled receptor 151 (Homo sapiens), Q8TDV0; PathHunter beta-arrestin GPR151 cells; hit rate 1% among 650,000; in the data active = activation above about 4.9%;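 also: 0% = median of compound wells and 100% = cells with positive control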
Target sequence (Q8TDV0 whole entry, looked up): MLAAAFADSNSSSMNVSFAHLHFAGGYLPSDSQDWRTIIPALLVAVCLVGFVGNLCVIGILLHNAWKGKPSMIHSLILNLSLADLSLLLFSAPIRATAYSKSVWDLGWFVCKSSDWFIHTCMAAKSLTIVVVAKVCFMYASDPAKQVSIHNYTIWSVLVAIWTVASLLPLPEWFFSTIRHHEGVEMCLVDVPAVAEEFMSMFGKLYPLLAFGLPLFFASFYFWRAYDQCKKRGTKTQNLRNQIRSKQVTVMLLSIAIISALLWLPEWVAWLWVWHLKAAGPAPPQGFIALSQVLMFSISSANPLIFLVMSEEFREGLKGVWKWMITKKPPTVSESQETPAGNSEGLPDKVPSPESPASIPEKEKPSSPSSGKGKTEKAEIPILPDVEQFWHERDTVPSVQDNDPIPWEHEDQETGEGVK
MITF primary = MITF inhibitors, primary screen, biochemical, AlphaScreen, human; hit rate 0.91% among 650,000; Microphthalmia-associated transcription factor (Homo sapiens), O75030; AlphaScreen MITF homodimerization, bead proximity signal; inhibition, % at 2.6 µM; in the data active = inhibition above about 50%;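 also: 0% = vehicle wells with protein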
Target sequence (O75030 whole entry, looked up): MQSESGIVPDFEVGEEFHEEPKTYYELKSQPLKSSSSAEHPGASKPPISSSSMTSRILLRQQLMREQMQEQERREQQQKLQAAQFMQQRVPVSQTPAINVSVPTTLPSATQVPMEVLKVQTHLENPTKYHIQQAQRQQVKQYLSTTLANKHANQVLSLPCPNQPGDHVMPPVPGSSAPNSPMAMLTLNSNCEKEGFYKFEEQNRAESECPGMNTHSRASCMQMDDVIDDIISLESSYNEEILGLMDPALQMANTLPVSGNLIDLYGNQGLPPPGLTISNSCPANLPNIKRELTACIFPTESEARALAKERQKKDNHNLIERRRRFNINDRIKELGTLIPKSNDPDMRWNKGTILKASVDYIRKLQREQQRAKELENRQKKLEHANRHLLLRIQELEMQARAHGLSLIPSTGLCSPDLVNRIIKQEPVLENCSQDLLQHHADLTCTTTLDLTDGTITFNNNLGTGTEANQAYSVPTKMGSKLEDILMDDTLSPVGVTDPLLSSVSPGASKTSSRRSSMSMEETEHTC
TEAD-YAP inh = TEAD-YAP interaction inhibition, primary screen, TEAD-YAP interaction inhibitor project, luminescence, HEK-TIYL cells. TEAD-Gal4/YAP UAS-luciferase luminescence. inhibition, % at 9.12 µM. hit rate 1.4% among 640,000; in the data active = inhibition above about 32%;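 also: 0% = median of test compound wells and 100% = reference inhibitor wells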
* hit, by the source's call. Rows are unselected, and some 3.5% of all compounds hit somewhere here.

SMILES	FBW7 activator	GPR151 ag	MITF primary	TEAD-YAP inh
Cc1ccccc1OCC(=O)N/N=C/c1ccco1	0.0	-1.2	8	0
Cc1ccc(Cl)cc1NC(=O)c1ccc(Br)cc1	0.0	0.5	4	9
O=C(CN1C(=O)C2CC=CCC2C1=O)NC12CC3CC(CC(C3)C1)C2 (stereo not given)	0.2	-0.6	1	4
Cc1cccc2cc(CN(Cc3cccnc3)C(=O)C(F)(F)F)c3nnnn3c12	-0.1	0.6	-18	-5
C=CCn1c(SCC(N)=O)nnc1-c1ccc(C(C)(C)C)cc1	0.4	0.8	2	0
Cn1c(C(=O)N2CCN(C(=O)c3ccco3)CC2)cc2c(=O)[nH]c3ccccc3c21	-0.2	0.1	-10	0
CC(C)CCOc1cccc(OCC(=O)NC(C)C(=O)O)c1 (stereo not given)	0.2	1.1	6	-3
Cc1cc(C(=O)NCCN2CCOCC2)n(-c2ccccc2)n1	1.5	-0.3	-1	-13
C=CC(=O)N=C1N=C2C=CC(I)=CN2Cc2ccccc21	0.9	-1.6	-14	-53
O=C(O)CCN1C(=O)c2ccc(NC(=O)Cc3ccc(Cl)cc3)cc2C1=O	-0.1	0.3	-4	-2
CC12CCC(C(=O)Nc3ccccc3C(F)(F)F)(CC1=O)C2(C)C (stereo not given)	-0.1	-0.9	2	14
CCOC(=O)CNC(=O)C1Cc2ccccc2CN1S(=O)(=O)c1cccs1 (stereo not given)	0.0	1.7	2	-1
CC1CCC2(CC1)NC(=O)N(CCOc1cccc(Br)c1)C2=O (stereo not given)	0.0	0.1	1	0
O=C(Nc1nc(-c2cc3ccccc3oc2=O)cs1)c1ccc(S(=O)(=O)N2CCc3ccccc32)cc1	-0.2	5.0*	-5	-19
Cc1ccc(CNC(=O)CSCc2ccccc2Cl)cc1	-0.1	2.7	-1	-45
Cc1ccc(C2CC(C(F)(F)F)n3nc(C(=O)Nc4cccc(Cl)c4)cc3N2)cc1 (stereo not given)	0.1	-0.3	-5	0
O=C(CCS(=O)(=O)c1ccc(F)cc1)Nc1nc(-c2nc3ccccc3s2)cs1	0.0	1.9	11	-11
CCCNc1nc(Nc2nc3ccccc3n2C)nc2c1ncn2C1CCCCC1	0.0	0.7	12	14
C/C=C/C=C/C(=O)Nc1ccc(S(=O)(=O)Nc2cc(C)nc(C)n2)cc1	0.1	0.3	9	-7
C/C(=N/Nc1ccc([N+](=O)[O-])cc1[N+](=O)[O-])c1ccco1	-0.2	-0.6	1	8
O=c1[nH]c2ccccc2nc1Cc1ccccc1Br	0.0	1.4	-3	-10
CCOC(=O)NNC1=C(C(=O)C(F)(F)F)CCC1	-0.2	-0.5	-8	-9
Fc1ccc(N=c2oc3ccc4ccccc4c3cc2-c2nc3ccccc3[nH]2)cc1	-0.1	-1.5	3	-1
CSc1ccccc1NC(=O)c1ccc(N2CC3CC(C2)c2cccc(=O)n2C3)c(NC(=O)c2cccc(C(F)(F)F)c2)c1 (stereo not given)	0.0	0.1	8	9
O=C(NCc1cccnc1)c1ccc2c(c1)NC(=O)C(CSCc1cccc(Cl)c1)N2 (stereo not given)	0.0	-0.3	-2	7
COc1ccc(S(=O)(=O)Nc2ccc3oc(=O)sc3c2)cc1OC	-0.1	-1.1	-7	-4
CCCCn1nnc(NC(=O)Cc2ccc(Cl)cc2)n1	-0.1	1.8	-3	3
COc1ccc(N(CC(=O)N2CCN(c3ccccc3F)CC2)S(=O)(=O)c2ccc(OC)c(OC)c2)cc1	-0.1	-0.1	-11	3
CC(C)N=c1cccccc1NC(C)C	0.0	-1.7	-5	-4
Cc1nnc(NC(=O)c2cn(C)c(=O)c3ccccc23)s1	-0.1	-0.9	3	4
CCCCOc1ccc(S(N)(=O)=O)cc1	0.0	-1.3	4	7
CCCCCCOc1ccc(-c2ccc(-c3noc(-c4c(-c5ccccc5Cl)noc4C)n3)cc2)cc1	0.0	1.2	9	-2
CC(C)C(=O)Nc1ccc(NC(=O)CCc2ccccc2)cn1	0.0	2.3	7	18
Cc1ccc2c(c1)c1c3c(nccn32)CCC1	0.4	-1.3	0	-6
CC1=C(C)CC(C(=O)Nc2ccccc2F)C(C(=O)O)C1 (stereo not given)	0.1	0.5	15	2
O=C1NCCCN1Cc1ccc(Cl)cc1	-0.2	-0.3	-9	-3
CCOC(=O)C1=C(C)Nc2nnnn2C1c1ccc(Cl)cc1 (stereo not given)	0.0	1.2	13	-4
CC1CC(C)CN(CCCNC(=O)CCNC(=O)Cn2cnc3ccccc3c2=O)C1 (stereo not given)	0.2	-0.5	18	-4
COc1ccccc1CC(=O)Nc1cccc(C)n1	-0.2	0.0	-12	-7
Cc1cc(-c2ccccc2)n(-c2cc(Cl)ncn2)n1	-0.1	2.5	0	-5
NS(=O)(=O)c1ccc(N=Nc2c(O)[nH]c3ccc(Br)cc23)c([N+](=O)[O-])c1	0.1	-0.5	4	-4
Cc1[nH]c2ccccc2c1CCNC(=O)/C(=C/c1ccco1)NC(=O)c1ccc(OCC(C)C)cc1	-0.1	0.4	-1	11
Cn1cccc1/C=C1\CS/C(=C\c2cccn2C)C1=O	-0.5	0.9	68*	-11
Cc1sc(NC(=O)CSc2nc3cc4c(cc3cc2C#N)OCO4)c(C#N)c1C	0.2	-0.4	-33	-2
CCOC(=O)c1c(C)[nH]c(C)c1C(=O)CSc1nnc(C(F)(F)F)n1N	-0.1	-2.0	3	-11
Cc1ccc2c(-c3oc4ccccc4c3NC(=O)C3CC3)cc(=O)oc2c1C	0.6	-0.4	11	0
COc1ccccc1N1CCN(Cc2cc(OC)c(OC)c(OC)c2)CC1	0.1	0.2	30	25
CC1=CC(C)(C)Nc2ccc(OC(=O)CN3C(=O)CCC3=O)cc21	-0.7	0.3	-15	-46
COc1ccc(NC(=S)/C(C#N)=C2\NN=C(N3CCOCC3)N2c2ccccc2)cc1	-0.1	2.0	9	-6
O=C(Nc1ccc(NC(=O)c2cccs2)cc1)c1ccc2c(c1)OCCO2	0.0	1.4	2	3
COc1ccccc1CNC(=O)CN(C)S(=O)(=O)c1ccc2c(c1)CCC(=O)N2	0.2	0.1	0	4
CSc1nnc(C)c(=O)n1COC(=O)c1cccc(Br)c1	0.0	-1.0	-12	2
COc1ccc(OCC(=O)Nc2ccccc2NC(=O)COc2ccc(OC)cc2)cc1	-0.3	0.6	3	8
O=S(=O)(c1ccc(Br)cc1)N1CCSC1c1ccccc1 (stereo not given)	0.3	0.2	-11	-3
COc1ccc2cc(S(=O)(=O)n3cnc4cc(C)c(C)cc43)ccc2c1	0.1	0.7	11	67*
COCC(=O)N(Cc1cc2cc(C)ccc2[nH]c1=O)c1cccc(C)c1	0.1	-0.5	-2	10
CC(C)NC(=O)COC(=O)/C=C/c1ccc(F)cc1	0.4	-0.1	10	-7
CCCCCCCC(=O)N=NC(=O)c1ccc(-n2c(O)c3ccccc3c2O)cc1	-0.2	-0.2	-9	-7
Cc1ccc([N+](=O)[O-])cc1/C=N/Nc1nnnn1-c1ccccc1	0.1	0.2	-6	6
CC(=O)Nc1nc(N2C(=O)c3ccccc3C2=O)n(-c2ccccc2)n1	-0.1	-0.4	7	7

Molecules listed so far that contain a furan ring, fused or not (five):
SMILES	FBW7 activator	GPR151 ag	MITF primary	TEAD-YAP inh
Cc1ccccc1OCC(=O)N/N=C/c1ccco1	0.0	-1.2	8	0
Cn1c(C(=O)N2CCN(C(=O)c3ccco3)CC2)cc2c(=O)[nH]c3ccccc3c21	-0.2	0.1	-10	0
C/C(=N/Nc1ccc([N+](=O)[O-])cc1[N+](=O)[O-])c1ccco1	-0.2	-0.6	1	8
Cc1[nH]c2ccccc2c1CCNC(=O)/C(=C/c1ccco1)NC(=O)c1ccc(OCC(C)C)cc1	-0.1	0.4	-1	11
Cc1ccc2c(-c3oc4ccccc4c3NC(=O)C3CC3)cc(=O)oc2c1C	0.6	-0.4	11	0

Part of the list above in order of count of non-hydrogen atoms, lowest first:
SMILES	FBW7 activator	GPR151 ag	MITF primary	TEAD-YAP inh
Cn1cccc1/C=C1\CS/C(=C\c2cccn2C)C1=O	-0.5	0.9	68*	-11
CSc1nnc(C)c(=O)n1COC(=O)c1cccc(Br)c1	0.0	-1.0	-12	2
CCOC(=O)c1c(C)[nH]c(C)c1C(=O)CSc1nnc(C(F)(F)F)n1N	-0.1	-2.0	3	-11
COc1ccccc1CNC(=O)CN(C)S(=O)(=O)c1ccc2c(c1)CCC(=O)N2	0.2	0.1	0	4
COc1ccc(NC(=S)/C(C#N)=C2\NN=C(N3CCOCC3)N2c2ccccc2)cc1	-0.1	2.0	9	-6

Remaining list, next part
SMILES	FBW7 activator	GPR151 ag	MITF primary	TEAD-YAP inh
Cc1ccc(CN(Cc2ccco2)C(=S)Nc2c(C)cc(C)cc2C)cc1	-0.1	-1.3	-7	-12
CC(=O)NC1C(OCCc2cccc3ccccc23)OC(CO)C(O)C1O (stereo not given)	-0.1	0.2	-4	-10
CC(=O)c1cccc(Nc2ccc(C(=O)O)cc2[N+](=O)[O-])c1	-0.1	-0.1	-5	-6
O=C(c1ccccc1F)N(Cc1ccccc1)c1ccccn1	-0.1	-0.4	71*	11
N#C/C(=C\c1cccc(F)c1)c1nc2ccccc2c(=O)[nH]1	0.0	0.8	1	1
CCCC1=NN2C(=N)/C(=C/c3cc(Br)c(OCCOc4ccccc4OC)c(OCC)c3)C(=O)N=C2S1	-0.1	0.3	2	-3
O=C(NCc1ccco1)C1(S(=O)(=O)c2ccccc2)CCCC1	0.1	1.2	0	2
COc1ccc(NC(=O)COC(=O)Cn2cc(C(F)(F)F)ccc2=O)cc1	0.1	-1.4	4	-1
CCCc1ccc(-c2ccc(C(=O)Nc3nc4ccc(OCC)cc4s3)cc2)nc1	-0.1	0.6	5	4
Cc1ccc2nc(SCC(=O)Nc3cccc(C)c3C)[nH]c2c1	0.3	-1.4	22	-2
CC1=C(C(=O)OCC2CCCO2)C(c2ccc(F)cc2)C2=C(CCCC2=O)N1 (stereo not given)	1.0	0.2	7	3
Cc1cc(OCC(=O)Nc2ccc3c(c2)OCO3)c(C)cc1Br	-0.2	0.8	0	0
O=S1(=O)CC2SC(=S)N(Cc3ccccc3)C2C1 (stereo not given)	0.2	0.4	-16	5
O=C(NC1CC1)c1ccc2c(c1)NC(=O)C(CS(=O)(=O)Cc1ccc(Cl)cc1)N2 (stereo not given)	0.0	-1.1	7	-5
CCN(CC)S(=O)(=O)c1ccc(C(=O)Nc2c3c(nn2-c2ccc(C)cc2)CS(=O)(=O)C3)cc1	-0.1	-0.8	0	-4
CC1(C)CC(=O)c2sc(NC(=O)c3cccc(Oc4ccccc4)c3)nc2C1	-0.1	-0.6	-12	-27
CCC1CCCCN1CCCNC(=O)Cn1ncc2c(=O)oc3ccc(C)cc3c21 (stereo not given)	-0.1	0.8	-8	9
O=C(c1ccc2c(c1)ncn2-c1ccc(OCc2ccccc2)cc1)N1CCOCC1	0.0	0.5	-2	-3
COc1ccccc1OCC(O)Cn1cnc2cc(C)c(C)cc21 (stereo not given)	-0.1	0.0	4	-4
Cc1nc2ccc(CCO)cc2s1	0.1	-0.7	-2	-17
COc1ccccc1-c1ccc(SCc2ccccn2)nn1	-0.3	0.0	-9	-29
N#Cc1c(N)[nH]c(=S)c(C#N)c1-c1ccco1 (tested in a mixture with another compound)	-1.2	-1.3	22	-8
COc1cc(NC(=O)c2nn(C)cc2[N+](=O)[O-])cc(OC)c1OC	0.2	-0.7	4	-7
O=C(CSCC(=O)Nc1ccccn1)Nc1ccc2ccccc2c1	-0.1	-1.5	0	-15
CCOC(=O)N1CCN(C(=O)CC2(c3ccccc3Cl)CC(=O)N(C)C2=O)CC1 (stereo not given)	0.1	-0.2	-9	6
COc1ccc(CCN(C(=O)c2ccccc2)C2=CC3CCC(C2)N3C)cc1OC (stereo not given)	0.0	1.1	0	5
Cc1cc(=O)oc2c3c(ccc12)OC(=O)/C3=C\c1ccccc1	0.2	-0.6	20	3
Cc1ccc(C(=O)[C@@H]2[C@@H](c3cccc(I)c3)C(C#N)(C#N)[C@H]3C=Cc4ccccc4N23)cc1	0.0	0.7	5	-6
CCc1ccc2oc(-c3cccc(NC(=O)c4cccnc4)c3)nc2c1	0.1	0.7	2	-59
CCn1c(CNc2ccc(C)cc2)nnc1SCC(=O)N1CCCC1	0.7	-0.8	18	4
COc1ccccc1CNC(=O)CCc1c(C)nc2c(c(C)nn2C(C)(C)C)c1C	0.1	3.1	5	0
Cc1c(Br)c([N+](=O)[O-])nn1CC(=O)N1CCc2ccccc21	0.7	-0.3	16	2
CCN(C(=O)CCS(=O)(=O)c1ccccc1)c1cc(O)ccc1C	0.1	-0.6	13	5
Cc1cc(C)c(NC(=O)Nc2ccc(NC(=O)Nc3c(C)cc(C)cc3C)cc2)c(C)c1	0.5	1.2	14	15
O=C(Nc1nc2ccc(S(=O)(=O)N3CCCCC3)cc2s1)C1CCCO1 (stereo not given)	-0.2	3.4	-4	6
COCCNC(=O)c1cccc(OC2CCN(C(C)CSC)CC2)c1 (stereo not given)	0.0	7.0*	-2	4
CCC(C(=O)N1CCCCC1)n1nc(C)n2c(cc3sccc32)c1=O (stereo not given)	0.1	-1.0	12	-2
